Source: PubChem BioAssay
ABCB6 inh MLPCN: human ABCB6 transporter inhibition; AID 602162; fluorescence ratio to DMSO, % at 10 µM; K562-ABCB6 porphyrin accumulation, flow cytometry, 1 h; active compounds read low; 0.19% of 360,000 active; Q9NP58;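 active means fluorescence ratio to DMSO below 75%, the collection mean minus 3 SD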;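 further: signal is porphyrin accumulated inside mitochondria; 100% equals median channel fluorescence of DMSO control wells; lower ratio means ABCB6 inhibition with less porphyrin fluorescence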
aDG glyco up: alpha-DG glycosylation activation; Pro5-aDG cells, alpha-DG glycosylation AlphaScreen (IIH6); 0% Pro5, 100% B10-LARGE cell signal; activation, % at 10 µM; 0.22% of 360,000 active; AID 624168;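 active means activation of at least 8% versus controls, or a plate z-score of at least 8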;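 further: Pro5 are CHO cells carrying HIG-tagged alpha-DG that lacks glycosylation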
Exocytosis inh: lytic granule exocytosis inhibition; TALL-104 LAMP-1 surface exposure, flow cytometry; cells stimulated with thapsigargin and PMA; inhibition, % at 10 µM; 0.66% of 360,000 active;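 active means inhibition above about 55%, limit read from the data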
Glyco luc inh: blocks N-linked glycosylation in D54 reporter cells | AID 588692 | D54 ERlucT glycosylation luciferase reporter, 24 h; percent of 100 nM tunicamycin response | 0.23% of 360,000 active | reporter increase, % at 12.5 µM;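 active means mean luciferase reporter signal, scaled so untreated is 0 and the glycosylation-blocking control 100, at or above a set limit in every replicate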;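 further: luciferase carries N-glycosylation sites so blocking glycosylation raises the light; 0% = median of neutral control wells and 100% = median of 100 nM tunicamycin wells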
MC4R antag cAMP: human MC4R antagonism in cAMP assay | P32245 | MC4R-expressing cells, MTII-stimulated cAMP, LANCE TR-FRET | inhibition, % at 6.5 µM | 0.48% of 360,000 active;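 active means inhibition above its plate's cutoff, the mean of tested wells on that plate plus 3 SD, cut at about 29% in these data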;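 further: 0% = Melanotan II alone and 100% = Melanotan II plus saturating MCL0020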
Target sequence (P32245 whole entry, looked up): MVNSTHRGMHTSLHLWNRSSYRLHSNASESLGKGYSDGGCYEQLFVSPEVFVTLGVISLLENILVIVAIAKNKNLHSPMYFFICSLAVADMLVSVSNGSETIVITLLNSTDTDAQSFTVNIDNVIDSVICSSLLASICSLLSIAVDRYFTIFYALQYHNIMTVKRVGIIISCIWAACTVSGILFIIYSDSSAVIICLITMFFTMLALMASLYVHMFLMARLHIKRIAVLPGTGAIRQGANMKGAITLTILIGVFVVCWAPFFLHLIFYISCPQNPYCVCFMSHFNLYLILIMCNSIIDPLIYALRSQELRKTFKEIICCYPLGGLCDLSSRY
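material = U2OS cells stably expressing human melanocortin 4 receptor (MC4R) | also added = Melanotan II challenge | dosing = single nominal compound dose of 6.5 µM | detection = TR-FRET with Eu-cAMP and labeled anti-cAMP, 671 nm | replication = singlicate | timing = compound 30 min, challenge 1 h, detection 1 h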
MC4R barr agon: agonists of human melanocortin 4 receptor (MC4R) beta-arrestin; P32245; U2OS MC4R beta-arrestin complementation, luminescence; percent of melanotan II response, DMSO zero; activation, % at 8.9 µM; 0.98% of 360,000 active;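 active means activation above a per-plate cutoff, the mean activation of sample wells on that plate plus 3 SD, cut at about 8% in these data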
NOD2 RIPK2 PPI: blocks binding of human NOD2 to RIPK2. O43353. CHO BLA complementation NOD2-RIPK2, CCF4 ratio. inhibition, % at 4.98 µM. 0.38% of 360,000 active; in the data active means inhibition above about 21%;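 further: 0% = vehicle only and 100% = reference blocker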
Target sequence (O43353 whole entry, looked up): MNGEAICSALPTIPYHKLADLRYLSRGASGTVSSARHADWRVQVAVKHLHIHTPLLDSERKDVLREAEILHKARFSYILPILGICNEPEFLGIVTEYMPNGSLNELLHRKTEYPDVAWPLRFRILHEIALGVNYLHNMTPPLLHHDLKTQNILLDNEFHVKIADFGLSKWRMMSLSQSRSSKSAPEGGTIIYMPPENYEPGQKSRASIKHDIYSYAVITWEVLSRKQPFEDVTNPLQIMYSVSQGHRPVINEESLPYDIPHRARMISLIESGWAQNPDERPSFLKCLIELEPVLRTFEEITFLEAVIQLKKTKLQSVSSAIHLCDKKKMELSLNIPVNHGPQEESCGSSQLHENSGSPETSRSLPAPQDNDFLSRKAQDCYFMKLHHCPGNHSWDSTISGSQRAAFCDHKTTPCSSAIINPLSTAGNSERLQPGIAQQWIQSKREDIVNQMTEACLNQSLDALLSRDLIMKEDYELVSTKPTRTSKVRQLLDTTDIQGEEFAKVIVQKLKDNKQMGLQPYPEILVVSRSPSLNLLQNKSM
TLR9-MyD88 inh: blocks human TLR9 binding to MyD88; Q9NR96+Q99836; CHO BLA complementation TLR9-MyD88, CCF4 FRET ratio; inhibition, % at 4.98 µM; 0.21% of 340,000 active; AID 504734;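 active means inhibition above the mean over all tested compounds plus 3 SD, cut at about 21% in these data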;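 further: 0% = DMSO only wells and 100% = clavulanate BLA inhibitor control wells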
Vif inh: blocks HIV Vif function; HEK293T cells, Vif self-association by quenched fluorescence, imaging, 24 h; inhibition, % at 7.49 µM; 0.35% of 340,000 active; AID 602346; in the data active means inhibition above about 50%, passing the limit was not always enough; further: some results filed as inactive read as strong as hits
ABHD5-PLIN5 inh: blocks binding of human ABHD5 to perilipin-5 | Q00G26+Q8WTS1 | Split G. princeps luciferase complementation, luminescence, 4 h | 0.78% of 360,000 active | inhibition, % at 4 µM;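 active means inhibition above the mean inhibition across every tested compound plus 3 SD, cut at about 22% in these data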;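 further: 0% = DMSO only wells and the 100% control is not disclosed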
An asterisk follows results filed as active; . = not tested or not shown.

Below each SMILES: Glyco luc inh	NOD2 RIPK2 PPI	Vif inh	MC4R antag cAMP	aDG glyco up	TLR9-MyD88 inh	ABHD5-PLIN5 inh	MC4R barr agon	Exocytosis inh	ABCB6 inh MLPCN
NC(=O)c1ccc(NC(=O)COC(=O)C2COc3ccccc3O2)cc1 (stereo unspecified)
    -3	-6	1	7	0.1	5	-2	0.0	0	90
CC1(Oc2cccc(F)c2)CCN(Cc2ccccc2OC(F)F)C1 (stereo unspecified)
    -1	-6	9	1	-0.2	.	-9	-1.7	0	81
CCN(C(=O)c1nn(-c2ccc(OC)cc2)c(=O)c2c1c1ccccc1n2C)c1ccc(OC)cc1
    -3	-18	2	13	0.1	5	-5	-1.0	-2	119
COc1ccc(C(C)=O)c(OCC(=O)NCCC2=CCCCC2)c1
    -2	-4	17	0	-0.2	-11	4	2.8	-6	102
O=C(c1ccccc1)N1CCN(C2C3CC4CC(C3)CC2C4)CC1 (stereo unspecified)
    -1	4	-2	9	-0.2	6	-1	1.7	0	97
O=C(CCN1c2ccccc2Sc2ccccc21)OCC(=O)N1CCN(C(=O)c2ccco2)CC1
    1	4	-6	4	0.5	1	1	-0.9	8	102
COc1ccc(-c2cc(-c3ccccc3O)[nH]n2)cc1OC
    -3	6	-1	-1	-0.3	-1	0	-1.6	6	85
O=C(CN1CCN(c2ccc(F)cc2)CC1)N1CCOCC1
    1	3	-2	-1	-0.2	-5	-2	0.8	0	91
CCC(CO)Oc1cc(NCc2cccc(C(F)(F)F)c2)c2ncn(C(C)C)c2c1 (stereo unspecified)
    4	-11	-2	6	0.0	-4	-7	-0.4	2	111
Cc1ccc(S(=O)(=O)NCCC(=O)OCC(=O)Nc2cccc(Cl)c2)cc1
    0	-3	11	1	-0.4	-8	-9	0.1	6	105
CSC1=N/C(=C/c2ccc(-n3cncn3)cc2)C(=O)N1
    2	-10	3	-35	0.0	3	-1	1.9	1	100
Cc1cc2c(cc1C)NC(c1nc3ccccc3[nH]1)C1=C(CC(C)(C)CC1=O)N2 (stereo unspecified)
    -2	4	-2	5	-0.3	-2	1	3.3	-4	101
CC1CCC2(CC1)NC(=O)N(CC(=O)NCCc1c[nH]c3ccccc13)C2=O (stereo unspecified)
    3	-4	23	-3	0.3	-2	-1	-0.9	13	94
COc1ccc(-c2[nH]ncc2CNC(C)c2cn(C)nc2C)c(F)c1 (stereo unspecified)
    -2	-20	.	-1	-0.5	-3	-4	4.8	-1	102
CC1CCCC(NC(=O)NC(=O)CCl)C1C (stereo unspecified)
    6	-4	0	23	0.7	1	3	-1.8	-4	100
Cc1nn(Cc2ccccc2)c(Cl)c1/C=N/NC(=O)c1cccnc1
    -1	2	-5	2	0.1	-7	2	-1.0	0	97
COc1ccc2c(c1)CCO[C@]21O[C@H](CCO)C[C@H](O)[C@H]1O
    1	-1	.	1	-0.3	-6	0	1.1	-6	99
COc1ccc(CCNC(=O)CCNC(=O)c2ccc(Br)cc2)cc1OC
    1	-5	-9	-6	0.4	1	-2	-1.1	1	96
Cc1ccc(-c2nnc(SCC(N)=O)nc2-c2ccc(C)cc2)cc1
    0	-4	17	15	0.0	0	5	-2.1	11	89
CCOc1ccc(C(=O)NCc2ccco2)cc1OCC
    0	-11	-4	2	-0.1	-12	0	0.5	5	102
Nc1nnc(SCC(=O)OCc2ccccc2)s1
    5	-10	18	6	-0.1	-14	2	1.4	2	102
CCc1nc(OCC(=O)c2ccccc2)c(C#N)c2c1COC(C)(C)C2
    0	2	.	-2	0.1	-11	-9	-0.1	-1	92
COc1ccc(C(=O)NNC(=O)c2ccc3ccccc3c2O)cc1
    3	-6	-3	2	-0.1	7	-2	-3.2	-1	93
CN(C)c1nc(=NCc2ccco2)ss1
    4	16	-3	9	-0.2	16	90*	-1.2	76*	101
CCOC(=O)C1=C(C)NC(=S)NC1c1ccc(OCC(=O)N2CCCCCC2)cc1 (stereo unspecified)
    -1	-5	8	-3	0.0	3	0	1.3	0	97
COc1ccc(OCCCC(=O)OCC(=O)Nc2nnc(-c3ccccc3)o2)cc1
    -1	-3	12	12	0.1	1	4	-0.6	5	96
CCC(c1nnnn1C(C)C)N1CCN(C2CCCC2)CC1 (stereo unspecified)
    -1	-2	3	11	0.1	-5	-7	0.8	-1	98
O=C(Nc1cccnc1)c1ccc(COc2ccccc2Cl)o1
    4	5	-10	-4	0.7	7	2	-0.9	-8	100
CC1=NN(S(=O)(=O)c2ccc(F)cc2)C(=O)c2ccccc2O1
    0	5	10	-3	-0.1	4	-1	-2.7	-1	98
COc1ccc(NC(=O)N2CCCC2)cc1OC
    0	-3	-7	1	-0.2	3	0	-1.9	1	84

A second format for part of the listing above.
| mol | Glyco luc inh | NOD2 RIPK2 PPI | Vif inh | MC4R antag cAMP | aDG glyco up | TLR9-MyD88 inh | ABHD5-PLIN5 inh | MC4R barr agon | Exocytosis inh | ABCB6 inh MLPCN |
| --- | --- | --- | --- | --- | --- | --- | --- | --- | --- | --- |
| CC1CCCC(NC(=O)NC(=O)CCl)C1C (stereo unspecified) | 6 | -4 | 0 | 23 | 0.7 | 1 | 3 | -1.8 | -4 | 100 |
| Cc1nn(Cc2ccccc2)c(Cl)c1/C=N/NC(=O)c1cccnc1 | -1 | 2 | -5 | 2 | 0.1 | -7 | 2 | -1.0 | 0 | 97 |
| COc1ccc2c(c1)CCO[C@]21O[C@H](CCO)C[C@H](O)[C@H]1O | 1 | -1 | . | 1 | -0.3 | -6 | 0 | 1.1 | -6 | 99 |

(list continues)
Below each SMILES: Glyco luc inh	NOD2 RIPK2 PPI	Vif inh	MC4R antag cAMP	aDG glyco up	TLR9-MyD88 inh	ABHD5-PLIN5 inh	MC4R barr agon	Exocytosis inh	ABCB6 inh MLPCN
CN(CC(=O)NCC1CCCCC1)S(=O)(=O)c1ccc(F)cc1
    -1	1	13	2	-0.1	4	-2	-1.7	18	102
CCCCC(CC)CO (stereo unspecified)
    3	0	-5	4	0.1	-11	2	0.0	1	99
Cc1cc(C)cc(CC(=O)N2CCC2(C)C(=O)NS(=O)(=O)c2cc(C)ccc2F)c1 (stereo unspecified)
    4	-13	-1	5	-0.1	.	-1	0.1	-2	97
COC(=O)C1=C(C)N(Cc2ccco2)C(=O)/C1=C\c1ccc(N(C)C)cc1
    -2	-2	71*	3	0.7	6	-3	4.0	-3	98
Cc1occc(=O)c1OCc1c(Cl)cccc1Cl
    2	-10	1	0	0.0	-11	1	-0.3	12	99
CCC(NC(=S)NCc1ccc(F)cc1)c1ccccc1 (stereo unspecified)
    -3	5	-10	-1	0.0	6	1	1.5	-2	93
Cc1ccc(NS(=O)(=O)c2cccc(C(=O)O)c2)cc1S(=O)(=O)N1CCOCC1
    2	-8	-3	-1	-0.1	-14	0	-2.6	-4	96
COc1cc(OC)c(OC)cc1/C=N/NC(=O)CC1C(=O)NN=C1C (stereo unspecified)
    0	-2	10	5	0.0	-5	1	-1.4	0	96
Cc1ccc(C)c(Nc2nc(-c3cccnc3)cs2)c1
    -4	-11	-4	5	-0.2	0	-1	-2.6	-8	103
O=C(CSCCO)Nc1nccs1
    1	2	4	8	0.0	2	-2	-0.7	2	99
O=C(c1cc(COc2ccc(F)cc2Cl)on1)N1CCSCC1
    -2	-3	-1	1	0.0	-3	5	-3.6	0	96
COc1ccc(-c2onc3ccc(C(=O)/C=C/N(C)C)cc23)cc1
    -4	3	-8	-1	0.1	10	-7	1.5	-10	115
CCOc1ccc(C(C)NC(=O)c2cc(=O)[nH]c3ccccc23)cc1OCC (stereo unspecified)
    -1	-17	19	4	0.0	3	1	-2.6	11	91
COc1ccc(Cl)cc1NC(=O)CN(C)C(=O)C1CC1
    3	-1	6	6	0.0	0	2	-0.7	-4	99
CCOc1cc(CO)cc(Br)c1OCC(N)=O
    1	-4	2	1	-0.1	6	5	-1.8	-2	99
COc1ccc(CN2C(=O)C(CC(=O)NCCc3ccccn3)CC(C(=O)N(C)C)=C2C)cc1 (stereo unspecified)
    1	-5	-2	8	-0.1	6	0	-1.7	16	95
CC(=O)Nc1cccc(NC(=O)c2c(-c3ccccc3)noc2C)c1
    2	-10	10	2	0.0	3	11	-0.7	4	117
COC(=O)C(O)(CC(=O)Nc1cc(OC)c(OC)c(OC)c1)C(F)(F)F (stereo unspecified)
    0	-6	6	0	-0.3	11	-2	-0.4	-1	92
CCc1cc(=O)oc2cc(C)cc(OCC(=O)NC(Cc3ccc(Cl)cc3)C(=O)O)c12 (stereo unspecified)
    -2	-23	0	1	-0.1	-1	-5	1.3	-3	96
Cc1ccc(-n2ncc3c(=O)n(Cc4ccccn4)cnc32)cc1C
    0	-11	-1	8	0.1	7	4	-1.1	1	90
CC(C)OCCCNC(=O)c1ccc(NC(=O)C2=CSCCO2)cc1
    0	10	2	8	0.0	-11	8	-1.6	-6	101
COCCN(CC(=O)Nc1ccc(F)cc1)S(=O)(=O)c1ccc(S(=O)(=O)N2CCCC2)cc1
    3	7	.	0	0.0	1	-5	-0.5	-3	98
Clc1nc2ccccc2nc1-c1ccccc1
    1	-2	.	-2	0.0	5	6	3.3	-5	99
COCCN(C(=O)c1cc(-c2ccc(F)cc2)nc2ccccc12)c1c(N)n(CC(C)C)c(=O)[nH]c1=O
    1	-3	10	0	0.1	1	-5	-1.4	6	95
CCN(CC)C(=O)CSc1nnc(-c2ccc(S(=O)(=O)N3CCCC3)cc2)o1
    1	2	7	16	-0.3	-11	1	0.9	2	107
COc1cc2c(cc1OC)C(c1cc3cccc(C)c3[nH]c1=O)N(C(=O)c1ccco1)CC2 (stereo unspecified)
    -1	-6	9	0	-0.2	-1	-6	-0.5	-10	95
CC(C)N1CCC(=NNC(=O)c2cccs2)CC1
    -2	-3	-5	8	0.0	5	11	-3.3	0	99
CC(C)OCc1ccc(C(=O)N2CCN(CC(=O)N3CCCC3)CC2)cc1
    1	1	-4	15	0.2	2	7	0.6	-8	102
CCCC(CCC)C(=O)Oc1cc(C)[nH]c(=O)c1[N+](=O)[O-]
    0	0	0	5	-0.3	-5	-1	-2.0	4	100
CC(C)(C)c1ccc(OCC(=O)N/N=C/C2CC=CCC2)cc1 (stereo unspecified)
    -1	-4	1	-4	0.3	4	-4	2.3	3	105
CC(=O)NCCc1nc2cc(NC(=O)c3ccc(F)cc3)ccc2n1C
    -3	1	4	3	-0.1	-2	-13	-1.2	13	105
CCC(C)[C@H](NC(=O)[C@@H]1Cc2c([nH]c3ccccc23)C2c3ccccc3C(=O)N21)C(=O)NCC1CCCO1 (stereo partly specified)
    0	-6	0	12	0.1	-13	-13	-0.2	-1	103
COc1ccc(OC)c(-c2cc(C(=O)Nc3sc4c(c3C#N)CCC(C)C4)c3ccccc3n2)c1 (stereo unspecified)
    -5	18	13	5	-0.2	2	4	-1.3	-4	98
O=C(Nc1ncccc1O)c1ccc(Cl)c(S(=O)(=O)N2CCCCC2)c1
    0	1	-10	4	0.0	5	-9	-3.4	-5	96
Cc1ccc(-n2c(SCC(=O)N3CCOCC3)nnc2-c2ccncc2)cc1
    1	-8	.	-2	0.2	6	5	1.2	-2	95

The list is partial. The share of hits here may be higher or lower than overall.
